GPR55 beta-arrestin = GPR55 agonists via beta-arrestin recruitment, primary screen, imaging, U2OS cells, beta-arrestin-GFP redistribution (AID 1961). U2OS GPR55 beta-arrestin-GFP redistribution imaging; higher % means a stronger effect. one-dose activation, % at 10 µM; EC50 in µM for titrated hits. 290,000 compounds, 0.048% hits;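 active means activation above 40% with more than 50 cells counted in the well; inconclusive means wells holding fewer than 50 cells, flagged as toxic or sparse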;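 further: U2OS osteosarcoma cells stably expressing GPR55 and beta-arrestin-GFP; plate controls were DMSO negative control for no effect and LPI positive control for full effect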
GPR35 arrestin U2OS = inhibition of zaprinast-stimulated GPR35 beta-arrestin translocation – imaging, U2OS, beta-arrestin-GFP, zaprinast agonist, primary screen (AID 2058) | U2OS GPR35 beta-arrestin-GFP translocation imaging, zaprinast antagonism; higher % means a stronger effect | one-dose inhibition, % at 10 µM; IC50 in µM for titrated hits | 290,000 compounds, 0.052% hits;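 active means inhibition of at least 50% with at least 30 cells and total cytoplasm GFP at most 10,000,000; inconclusive means under 30 cells or total GFP of 10,000,000 plus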
NTR1 agonist = NTR1-driven beta-arrestin-GFP spot formation – imaging, U2OS cells, high content, primary screen (AID 493036); P30989; agonist mode; activation, % at 20 µM; 330,000 compounds, 0.17% hits;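 active means activation at or above 40% of the spot to cytoplasm intensity ratio, with at least 20 cells analyzed; inconclusive means wells under 20 cells, flagged as cytotoxic or low count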;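 further: 0% = DMSO without peptide and 100% = 100 nM NTR1 peptide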
Target sequence (P30989 whole entry, looked up): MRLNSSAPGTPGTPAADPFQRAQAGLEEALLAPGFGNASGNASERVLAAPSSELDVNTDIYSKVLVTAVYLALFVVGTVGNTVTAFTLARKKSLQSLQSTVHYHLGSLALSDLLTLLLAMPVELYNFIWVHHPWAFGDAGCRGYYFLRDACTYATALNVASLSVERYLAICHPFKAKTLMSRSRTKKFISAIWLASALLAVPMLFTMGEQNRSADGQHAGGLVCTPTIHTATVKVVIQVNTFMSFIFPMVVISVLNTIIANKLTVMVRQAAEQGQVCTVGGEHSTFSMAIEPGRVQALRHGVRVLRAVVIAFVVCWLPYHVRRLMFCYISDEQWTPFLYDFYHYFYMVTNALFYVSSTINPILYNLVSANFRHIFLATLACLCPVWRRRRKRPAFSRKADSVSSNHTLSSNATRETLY
Siah-1 displacement = blockers of Siah-1 interaction with plectin peptide – biochemical, fluorescence polarization, rhodamine-plectin, uHTS, primary screen (AID 1817). Siah-1 / rhodamine-plectin peptide fluorescence polarization; higher % means a stronger effect. displacement, % at 20 µM, or IC50 in µM where a hit was titrated. 290,000 compounds, 0.02% hits;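 active means displacement of at least 50% at 20 µM, with a fluorescence ratio check between 0.3 and a set limit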;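 further: plate controls were Siah plus tracer with DMSO for no effect and tracer alone without Siah for full effect; strong numbers were not always called active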
HIV peptide binding = inhibitors of HIV fusion peptide binding, primary screen, biochemical, uHTS, fluorescence dequenching (AID 1986). cell-free peptide binding, fluorescence dequenching, 30 min; higher % means a stronger effect. inhibition, % at 20 µM, or IC50 in µM where a hit was titrated. 290,000 compounds, 0.3% hits; in the data active means inhibition mostly above about 52%, no sharp cut-off; inactive means mostly below about 76%; further: some results filed as inactive read as strong as hits
AID2073 = disruptors of CaV2.2 binding to Mint1 – biochemical, HTRF (AID 2073); HTRF protein-protein interaction, Mint1-CaV2.2; higher % means a stronger effect; inhibition, % at 20 µM, or IC50 in µM where a hit was titrated; 290,000 compounds, 0.19% hits; in the data active means inhibition mostly above about 51%, no sharp cut-off; inconclusive means no clear call, values can overlap the other calls; inactive means mostly below about 53%; further: some results filed as inactive read as strong as hits
UTI89 phage lysis = inhibition of K1F phage lysis, E. coli UTI89, bacterial capsule biogenesis inhibitors, alamar blue (AID 488966). E. coli UTI89 K1F phage lysis, alamar blue, 2 h; higher % means a stronger effect. inhibition, % at 100 µM; hits with a dose series show IC50 in µM. 340,000 compounds, 0.02% hits;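 active means phage lysis inhibition, versus mean bacterial control, above a set limit; inconclusive means no clear call, values can overlap the other calls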;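 further: capsule biogenesis inhibitors block K1F phage lysis so surviving cells raise fluorescence; higher fluorescence means more inhibition of phage lysis; actives were called in the ten point dose series up to 300 µM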
NS5 inhibitors = Dengue-2 NS5 methyltransferase inhibitors, primary screen, biochemical, confirmation dose response (AID 588689); 340,000 compounds, 0.3% hits; Dengue-2 NS5 methyltransferase capping enzyme assay, biochemical; higher % means a stronger effect; inhibition, % at 25 µM, or IC50 in µM where a hit was titrated; in the data active means a potency from the dose series; inconclusive means inhibition above about 29% without an active follow-up result
GPR55 LPI antagonism = inhibition of LPI-stimulated GPR55 beta-arrestin translocation – imaging, U2OS, beta-arrestin-GFP, LPI agonist, primary screen (AID 2013); U2OS GPR55 beta-arrestin-GFP translocation imaging, LPI antagonism; higher % means a stronger effect; inhibition, % at 10 µM, or IC50 in µM where a hit was titrated; 290,000 compounds, 0.13% hits;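 active means spots per cell inhibited over 60%, with over 100 cells counted and total cytoplasm intensity under 500,000; inconclusive means wells with under 100 cells, flagged as likely toxic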;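 further: U2OS cells stably carrying GPR55 and arrestin-GFP stimulated by 5 µM LPI near EC80; imaged beta-arrestin-GFP aggregate spots per cell after agonist stimulation; plate controls were LPI-stimulated DMSO wells for no effect and DMSO wells without LPI for full effect; some results filed as inactive read as strong as hits; confirmed hits need IC50 under 10 µM and bright autofluorescent wells are also inconclusive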
NTR1 agonist cell count 20 µM = also measured in NTR1 agonist; calls as there; cell count; measured here: cell count, cytotoxicity flag
NS5 inhibitors pilot replicate = further read-out of NS5 inhibitors, marked with its call; inhibition, %; measured here: pilot screen replicate inhibition
* marks the source's active call; other numbers are inactive results; ? = inconclusive; nt = not tested or not shown; [ ] = remark or other dose.

SMILES | GPR55 beta-arrestin | GPR35 arrestin U2OS | NTR1 agonist | NTR1 agonist cell count 20 µM | Siah-1 displacement | HIV peptide binding | AID2073 | UTI89 phage lysis | NS5 inhibitors | GPR55 LPI antagonism | others
CCOc1ccccc1NC(=O)C1=C(C)NC(=O)NC1c1cccc(OC)c1OC (stereo unspecified) | 0.6% | 8% | -1.1 | 54 | 0% | 1.6% | -2% | 3.3% | -1% | 5%
COc1ccc(C(Cl)=C(c2ccc(OC)cc2)c2ccc(OC)cc2)cc1 | -0.2% | 8% | -0.7 | 59 | -9% | -3.7% | 2% | -0.6% | -1% | 17%
Cc1cc(NS(=O)(=O)c2ccc(NC(=O)c3ccco3)cc2)nc(C)n1 | 1.7% | -1% | -2.0 | 59 | -1% | -1.2% | 0% | 5.9% | -6% | -5%
COc1ccc(-c2nc(CS(=O)(=O)CC(=O)NCCc3ccccc3)c(C)o2)cc1 | 0.0% | 18% | 1.2 | 67 | 4% | 1.5% | 10% | 0.6% | -4% | 8%
Cc1ccc(C)c(OCC(=O)Nc2cccc(S(=O)(=O)NC3=NCCCCC3)c2)c1 | -0.1% | -3% | 1.4 | 67 | -3% | -1.1% | 8% | 0.0% | 4% | 0%
OC(COCC1COc2ccccc2O1)CN1CCN(c2ccccc2)CC1 (stereo unspecified) | 0.5% | -15% | -0.5 | 37 | 0% | -1.7% | 1% | 1.9% | -9% | 0%
O=S1(=O)C[C@@H]2N=C(N/N=C/c3ccccc3)S[C@@H]2C1 | -0.1% | 4% | -1.1 | 61 | 6% | 0.0% | 4% | -0.4% | 4% | 5%
Cc1ccc(C)c(OCCC(=O)OCC(=O)NCc2ccc(F)cc2)c1 | 0.2% | -8% | -0.4 | 61 | -4% | -2.4% | 8% | 0.2% | -3% | 6%
O=C(NCCCCc1ccccc1)C1CCCC1 | 0.7% | -8% | -0.5 | 55 | 2% | -0.4% | 1% | 0.3% | -5% | -22%
CCOC(=O)N1CCN(Cc2nc(-c3ccc(Cl)cc3)no2)CC1 | 0.2% | 10% | 1.6 | 42 | -3% | 2.6% | 38% | 0.3% | 0% | -2%
COc1ccc(CCNC(=O)Cn2c(=O)n(CC3CCCO3)c(=O)c3ccccc32)cc1OC (stereo unspecified) | -0.1% | 3% | -0.7 | 54 | 2% | -0.6% | -2% | 0.4% | -4% | -6%
COc1cccc(NC(=O)Nc2cc(C)on2)c1 | -0.1% | 3% | -1.4 | 51 | 5% | 1.0% | 6% | -0.5% | -1% | -15%
CC1(C)Cc2ccccc2-c2nnc(-c3cccnc3)n21 | 0.3% | 3% | -0.6 | 68 | 6% | -5.3% | -2% | 1.8%[50 µM] | -8% | 3%
COc1ccc(C(C(=O)NC(C)(C)C)N(C(=O)CCC(=O)Nc2cc(C)on2)c2ccc3c(c2)OCCO3)cc1 (stereo unspecified) | 0.0% | 6% | -0.3 | 52 | -3% | 0.2% | -2% | -0.2% | -9% | -2%
O=C(CN1CCN(S(=O)(=O)c2ccccc2)CC1)NC(=O)NCc1ccccc1 | -2.0% | -8% | -0.4 | 71 | -1% | -4.7% | -10% | 0.8% | 3% | 3%
C/C(=N\NC(N)=S)c1ccc2c(c1)OCCO2 | 0.3% | -7% | -0.7 | 67 | -1% | -0.9% | 7% | 0.1% | 3% | -3%
COC(=O)n1c(=O)oc2ccccc21 | 0.7% | -4% | 0.7 | 53 | -1% | -3.6% | ? | 0.6% | 6% | -5%
CC(=O)Nc1ccc(S(=O)(=O)N(C)CC(=O)OC(C)C(=O)N(C)C2CCCCC2)cc1 (stereo unspecified) | -0.1% | 7% | 0.2 | 82 | 1% | 4.6% | 8% | 0.2% | -3% | 10%
CC(C)CCNC(=O)CCCn1c(=O)[nH]c2ccc(Br)cc2c1=O | -0.2% | 7% | 1.3 | 84 | -4% | -1.0% | 4% | 0.1% | 4% | 6%
CC(C)NC(=O)c1ccc(COc2ccc(C(C)(C)C)cc2)o1 | 0.0% | -5% | 4.6 | 86 | -5% | -0.4% | 6% | 0.2% | -18% | -4%
O=C(N/N=C/c1ccccc1O)c1cc(=O)[nH]c2ccccc12 | -0.3% | nt | -0.7 | 36 | -6% | -3.6% | 6% | nt | nt | 12%
[O-][n+]1c(/C=C/c2ccccc2)ccc2ccccc21 | 0.1% | 5% | 26 | 63 | 2% | 1.7% | -1% | 0.9% | 0% | 8%
CC(C)=CC(=O)Nc1ccccc1C(N)=O | 0.2% | -4% | 0.8 | 54 | 2% | 1.0% | 7% | 7.7% | -1% | -17%
O=S(=O)(NCC1CCCO1)c1ccc(Cl)nc1 (stereo unspecified) | -0.1% | 12% | 0.2 | 65 | -1% | -2.2% | -12% | -0.1% | -5% | 12%
Cc1ccccc1NC(=O)CN1C(=O)S/C(=C\c2ccc(-c3cccc(C(=O)O)c3C)o2)C1=O | -0.1% | 13% | 2.6 | 38 | 1% | 32% | 12% | -1.6% | -3% | -5%

(further entries)
SMILES | GPR55 beta-arrestin | GPR35 arrestin U2OS | NTR1 agonist | NTR1 agonist cell count 20 µM | Siah-1 displacement | HIV peptide binding | AID2073 | UTI89 phage lysis | NS5 inhibitors | GPR55 LPI antagonism | others
Cc1c(N2CCCC2)cc2c(c1N)C(C)(C)CC2(C)C | -0.1% | -4% | -0.5 | 45 | 0% | 0.5% | -2% | 0.0% | 3% | 0%
COc1ccc(C(=O)O/N=C(\N)Cc2ccc(Cl)cc2)cc1OC | 0.6% | -11% | 1.7 | 43 | -5% | -1.5% | -6% | -1.1% | 1% | -3%
OCCN1CCN(C(=S)NCCc2ccccc2)CC1 | 0.1% | -5% | 8.1 | 88 | 2% | -1.4% | -21% | 2.5% | -8% | 3%
Cc1cc(OCCOc2cccc3cccnc23)c(C)cc1Cl | -0.1% | 4% | 1.3 | 48 | 0% | 1.2% | -5% | 0.7% | -8% | 8%
O=C(OCC(=O)N1CCCc2ccccc21)C1CCN(S(=O)(=O)c2cccs2)CC1 | -0.2% | -15% | 1.6 | 57 | 2% | -1.6% | -9% | 0.3% | 1% | 4%
O=C(COc1ccc2c(c1)oc(=O)c1ccccc12)NCC1CCC(C(=O)O)CC1 (stereo unspecified) | 0.2% | -16% | 0.6 | 84 | 2% | 2.1% | 16% | 3.6% | -7% | -3%
CC(C)OC(=O)NC(c1ccccc1)C(Cl)(Cl)Cl (stereo unspecified) | 0.2% | 5% | 1.3 | 66 | 5% | -1.3% | -6% | -1.1%[50 µM] | -9% | 8%
Cc1ccc(NC(=O)Nc2ccccc2C(=O)NCc2ccccc2)cc1 | -0.1% | 14% | 0.1 | 64 | 5% | 0.7% | -1% | 0.1% | -8% | -7%
COc1cc2c(cc1OC)C(/C=C/c1ccco1)=NCC2 | 1.6% | 10% | -1.1 | 94 | 6% | 9.0% | 5% | -0.3% | -12% | 10%
Cc1cccc(OCC(=O)N2CCN(C(=O)COc3ccc(Cl)cc3)CC2)c1 | 0.5% | 7% | 0.4 | 34 | 1% | 1.4% | 5% | 0.0% | 4% | -2%
CCCCOc1ccccc1C(=O)NCCCCCC(=O)O | -0.2% | 3% | 0.4 | 50 | -1% | 1.5% | -2% | 1.1% | -1% | 8%
Cn1cc(CCC(=O)NC2CC2)c2ccccc21 | 0.6% | -4% | 3.2 | 85 | 3% | -0.8% | 8% | 0.1% | 1% | -2%
O=C(Nc1ccc(CN2CCCCC2)cc1)Nc1ccc(Br)cc1Cl | -0.2% | 18% | 3.2 | 44 | -8% | -0.8% | -6% | -0.1% | -11% | 5%
O=C1COc2ccc(S(=O)(=O)N3CCCCC3)cc2N1 | -0.1% | 5% | -1.0 | 64 | 13% | -0.5% | -1% | 0.3% | 6% | -2%
Cc1ccc(S(=O)(=O)NC(CC(=O)NCc2ccco2)c2ccco2)cc1 (stereo unspecified) | -0.2% | 2% | 1.9 | 55 | -5% | 3.8% | -5% | 0.1% | 0% | -5%
CCc1ccccc1S(=O)(=O)Cc1ccc(C(=O)NCC2CCCO2)o1 (stereo unspecified) | -0.1% | 11% | 0.6 | 78 | -3% | 0.4% | -2% | 2.6% | -5% | 3%
O=c1[nH]c(/C=C/c2ccc(Br)cc2)nc2c1cnn2-c1ccccc1 | -0.1% | -2% | 5.3 | 64 | 15% | 0.5% | 22% | nt | nt | 5%
Cc1ccc(S(=O)(=O)NC2CC(C)(C)NC(C)(C)C2)cc1C | 0.3% | 12% | -2.2 | 61 | 6% | -0.1% | 7% | 0.1% | -5% | 1% | NS5 inhibitors pilot replicate=-7.9
Cn1c(Cc2ccc3c(c2)OCO3)nnc1SCC(=O)NC1CCCC1 | -0.3% | -3% | 0.1 | 46 | 7% | 3.9% | -7% | nt | nt | 13%
O=C(CCCN1C(=O)c2cccc3cccc(c23)C1=O)NCc1ccco1 | 0.9% | 3% | -0.4 | 43 | 0% | 0.1% | 4% | -0.6% | 10% | 3%

Of the compounds above, these contain an NH in an aromatic ring:
SMILES | GPR55 beta-arrestin | GPR35 arrestin U2OS | NTR1 agonist | NTR1 agonist cell count 20 µM | Siah-1 displacement | HIV peptide binding | AID2073 | UTI89 phage lysis | NS5 inhibitors | GPR55 LPI antagonism | others
CC(C)CCNC(=O)CCCn1c(=O)[nH]c2ccc(Br)cc2c1=O | -0.2% | 7% | 1.3 | 84 | -4% | -1.0% | 4% | 0.1% | 4% | 6%
O=C(N/N=C/c1ccccc1O)c1cc(=O)[nH]c2ccccc12 | -0.3% | nt | -0.7 | 36 | -6% | -3.6% | 6% | nt | nt | 12%
O=c1[nH]c(/C=C/c2ccc(Br)cc2)nc2c1cnn2-c1ccccc1 | -0.1% | -2% | 5.3 | 64 | 15% | 0.5% | 22% | nt | nt | 5%

As a working copy, 2 of the compounds above:
SMILES | GPR55 beta-arrestin | GPR35 arrestin U2OS | NTR1 agonist | NTR1 agonist cell count 20 µM | Siah-1 displacement | HIV peptide binding | AID2073 | UTI89 phage lysis | NS5 inhibitors | GPR55 LPI antagonism | others
Cc1c(N2CCCC2)cc2c(c1N)C(C)(C)CC2(C)C | -0.1% | -4% | -0.5 | 45 | 0% | 0.5% | -2% | 0.0% | 3% | 0%
COc1ccc(C(=O)O/N=C(\N)Cc2ccc(Cl)cc2)cc1OC | 0.6% | -11% | 1.7 | 43 | -5% | -1.5% | -6% | -1.1% | 1% | -3%

Source: PubChem BioAssay
